# High-throughput results from PubChem BioAssay.
# DDE Tn6 FP inh: inhibitors of Tn6 peptide binding to human fibrin DD(E); Fibrin DD(E) TRITC-Tn6 fluorescence polarization displacement; 370,000 compounds, 0.21% hits; P02675; inhibition, % at 8.3 µM;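 active means inhibition above a per-campaign cutoff: mean of compounds within control limits plus 3 SD, cut at about 15% in these data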;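 further: 0% = median of all compound wells on the plate and 100% = blocking peptide control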
# Target sequence (P02675 whole entry, looked up): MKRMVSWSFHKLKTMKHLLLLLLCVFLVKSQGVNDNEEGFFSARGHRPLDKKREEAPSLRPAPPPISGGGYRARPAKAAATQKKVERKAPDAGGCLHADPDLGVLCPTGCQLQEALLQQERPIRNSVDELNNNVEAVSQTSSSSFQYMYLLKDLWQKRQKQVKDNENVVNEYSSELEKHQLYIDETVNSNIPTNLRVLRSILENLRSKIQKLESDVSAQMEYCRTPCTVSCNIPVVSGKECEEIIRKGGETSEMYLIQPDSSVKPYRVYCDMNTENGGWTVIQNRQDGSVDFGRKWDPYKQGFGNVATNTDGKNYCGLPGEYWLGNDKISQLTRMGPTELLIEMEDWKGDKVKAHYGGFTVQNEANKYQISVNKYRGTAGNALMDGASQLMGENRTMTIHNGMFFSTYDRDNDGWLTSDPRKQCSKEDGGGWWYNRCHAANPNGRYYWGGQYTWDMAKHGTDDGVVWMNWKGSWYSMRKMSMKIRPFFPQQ
# rCAG RNA binder: molecules binding r(CAG) RNA repeats | 370,000 compounds, 1.3% hits | r(CAG) RNA repeat, TO-PRO-1 dye displacement fluorescence | inhibition, % at 3 µM;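 active means inhibition above the plate cutoff, the mean of all test compounds on that plate plus 3 SD, cut at about 35% in these data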;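 further: 0% = DMSO alone and 100% = 100 µM mitoxantrone as full dye displacement; higher means more dye released from RNA so lower well fluorescence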
# ADAM10 inh: inhibitors of human ADAM10; O14672; 370,000 compounds, 0.62% hits; inhibition, % at 7 µM; recombinant ADAM10, EDANS/DABCYL FRET peptide cleavage, 3 h;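 active means inhibition above a per-campaign cutoff equal to the mean of compounds falling between control-based bounds plus 3 SD, cut at about 20% in these data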;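 further: 0% = DMSO wells while the 100% control is not disclosed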
# sPLA2-III inh: Inhibits HGIII-sPLA2 liposome hydrolysis, primary screen | Q9NZ20 | QFRET BODIPY PC-A2 liposome hydrolysis, fluorescence | inhibition, % at 12.2 µM | 370,000 compounds, 0.56% hits | AID 743126;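 active means inhibition above mean plus 3 SD of compounds lying within the high and low control bounds, cut at about 19% in these data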;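 further: 0% = median of test compound wells and 100% = no enzyme DMSO wells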
# KLK7 zymogen act: activates the human kallikrein-7 zymogen; P49862; purified proKLK7, EDANS-DABCYL substrate fluorescence; 100% is mature enzyme control, 0% vehicle; activation, % at 7 µM; 370,000 compounds, 0.9% hits; AID 652039;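 active means activation above the mean of all tested compounds plus 3 SD, computed per campaign excluding outliers beyond control limits, cut at about 13% in these data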
# FXN GAA850 act: activators of GAA850 frataxin (FXN) promoter. HEK293 lucGAA850 FXN promoter luciferase reporter, 24 h; percent of 10 µM SAHA response. activation, % at 6 µM. 360,000 compounds, 0.56% hits. AID 540364;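 active means activation above the average of all compounds screened plus 3 SD, cutoff fixed separately per campaign, cut at about 7.5% in these data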;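 further: 0% = DMSO wells and 100% = 10 µM SAHA wells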
# ASAP1 inh: ASAP1 ArfGAP inhibition | ASAP1-stimulated ARF1 GTP hydrolysis, GDP FP detection | 360,000 compounds, 0.19% hits | Q9ULH1 | inhibition, % at 16.5 µM; in the data active means inhibition above about 25%;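 further: 0% = vehicle with enzyme and substrate and 100% = no enzyme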
# Target sequence (Q9ULH1 325-724 limits assumed): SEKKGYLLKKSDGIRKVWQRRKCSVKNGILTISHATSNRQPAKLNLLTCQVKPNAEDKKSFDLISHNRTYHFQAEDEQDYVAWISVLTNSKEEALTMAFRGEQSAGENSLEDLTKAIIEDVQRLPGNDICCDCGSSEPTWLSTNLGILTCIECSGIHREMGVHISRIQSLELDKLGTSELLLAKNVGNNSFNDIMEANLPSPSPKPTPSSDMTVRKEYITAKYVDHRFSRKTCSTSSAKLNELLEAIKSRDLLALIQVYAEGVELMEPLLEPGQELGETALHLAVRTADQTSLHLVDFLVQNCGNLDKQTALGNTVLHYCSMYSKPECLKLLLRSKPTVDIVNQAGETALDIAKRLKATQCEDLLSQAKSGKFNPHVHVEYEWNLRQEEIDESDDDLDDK
# NPR2 activator: GC-B (human) receptor activation; activation, % at 10 µM; HEK293-GC-B cells, CNP EC30, cGMP TR-FRET; 0% at EC30 CNP, 100% saturating CNP; AID 1920062; P20594; 370,000 compounds, 0.11% hits;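 active means activation at 10 µM reaching about 35% in either raw or pattern-adjusted values, limit read from the data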
# ARFGAP1 inhibitor: inhibitors of rat ARFGAP1. inhibition, % at 16.5 µM. Arfgap1-stimulated ARF1 GTP hydrolysis, GDP FP detection. 360,000 compounds, 0.26% hits;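 active means inhibition above a per-plate limit, mean inhibition of low control wells plus 3 SD, cut at about 25% in these data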;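 further: 0% = DMSO wells with enzyme and 100% = wells lacking Arfgap1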
# Target sequence (Q62848 1-136 limits assumed): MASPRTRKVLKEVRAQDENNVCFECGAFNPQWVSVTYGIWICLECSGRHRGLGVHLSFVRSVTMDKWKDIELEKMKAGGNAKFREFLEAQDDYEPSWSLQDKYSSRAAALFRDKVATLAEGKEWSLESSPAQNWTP
#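 Material: rat Arfgap1 catalytic domain, aa 1-136; also added: human ARF1(Δ1-17)-GTP substrate; compound dosing: one concentration, 16.5 µM, DMSO 1.26%; incubation: GTP hydrolysis reaction 2 h at 25 °C; measured by: Tracer-displacement fluorescence polarization with EDTA stop, 620/688 nm; evaluation: % inhibition from polarization; repeats: one replicate per compound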
# GC-A act: GC-A (human) enzyme activation; AID 1671463; 370,000 compounds, 0.14% hits; HEK293 GC-A cells, cGMP TR-FRET, EC30 ANP; 0% at EC30 ANP, 100% saturating ANP; activation, % at 10 µM; P16066; in the data active means activation above about 40%
# Active calls of the source: *.
# Start of the listing, in advance (7 entries):
smiles	DDE Tn6 FP inh	rCAG RNA binder	ADAM10 inh	sPLA2-III inh	KLK7 zymogen act	FXN GAA850 act	ASAP1 inh	NPR2 activator	ARFGAP1 inhibitor	GC-A act
CC1(c2ccccc2)NC(=O)N(CC(=O)Nc2cccc(/C=C/c3ccccn3)c2)C1=O (configuration not stated)	7.9	-0.7	-24.2	-46.1	0.2	2.9	12.5	-4.8	20.7	7.2
COc1ccc2[nH]c3c(c2c1)CCN1C(=O)C(CC(=O)NCc2cccc(C(F)(F)F)c2)C[C@H](C(=O)N2CCOCC2)[C@@]31C (some centres not stated)	4.5	1.1	-0.6	-14.6	0.1	-2.5	1.6	-6.0	0.7	-3.6
CCOC(=O)[C@H](CCc1ccccc1)N[C@H]1CCc2ccccc2N(CC(=O)O)C1=O	-1.4	12.4	7.8	-3.5	0.0	0.1	-1.1	1.9	13.7	1.7
O=C(CCCN1CCN(c2ccccn2)CC1)c1ccc(F)cc1	2.4	0.4	-1.3	0.6	0.9	-0.2	7.5	5.5	2.9	4.6
COc1cccc(NC(=S)NC(=O)/C=C/c2ccco2)c1	-1.6	7.7	1.4	0.0	0.2	-0.3	6.0	-3.6	8.9	0.2
C=CCNc1nc(-c2cccc(OC)c2O)nc2ccccc12	4.8	17.2	-1.7	-1.9	0.2	5.5	8.8	11.7	5.2	19.3
Cc1ccc(S(=O)(=O)N2[C@@H](c3ccc(C#N)cc3)C(C(=O)O)=C[C@H]2C(C)(C)C)cc1	0.1	31.0	-8.8	-11.4	-0.3	1.0	-3.2	-0.6	6.0	0.2

# The listing, previewed entries included:
smiles	DDE Tn6 FP inh	rCAG RNA binder	ADAM10 inh	sPLA2-III inh	KLK7 zymogen act	FXN GAA850 act	ASAP1 inh	NPR2 activator	ARFGAP1 inhibitor	GC-A act
CC1(c2ccccc2)NC(=O)N(CC(=O)Nc2cccc(/C=C/c3ccccn3)c2)C1=O (configuration not stated)	7.9	-0.7	-24.2	-46.1	0.2	2.9	12.5	-4.8	20.7	7.2
COc1ccc2[nH]c3c(c2c1)CCN1C(=O)C(CC(=O)NCc2cccc(C(F)(F)F)c2)C[C@H](C(=O)N2CCOCC2)[C@@]31C (some centres not stated)	4.5	1.1	-0.6	-14.6	0.1	-2.5	1.6	-6.0	0.7	-3.6
CCOC(=O)[C@H](CCc1ccccc1)N[C@H]1CCc2ccccc2N(CC(=O)O)C1=O	-1.4	12.4	7.8	-3.5	0.0	0.1	-1.1	1.9	13.7	1.7
O=C(CCCN1CCN(c2ccccn2)CC1)c1ccc(F)cc1	2.4	0.4	-1.3	0.6	0.9	-0.2	7.5	5.5	2.9	4.6
COc1cccc(NC(=S)NC(=O)/C=C/c2ccco2)c1	-1.6	7.7	1.4	0.0	0.2	-0.3	6.0	-3.6	8.9	0.2
C=CCNc1nc(-c2cccc(OC)c2O)nc2ccccc12	4.8	17.2	-1.7	-1.9	0.2	5.5	8.8	11.7	5.2	19.3
Cc1ccc(S(=O)(=O)N2[C@@H](c3ccc(C#N)cc3)C(C(=O)O)=C[C@H]2C(C)(C)C)cc1	0.1	31.0	-8.8	-11.4	-0.3	1.0	-3.2	-0.6	6.0	0.2
COC(=O)c1ccc2ccn(CC(=O)NC(C)C)c2c1	2.4	-3.9	-356.5	6.6	-0.6	-0.4	-0.3	3.5	-4.3	4.0
O=C(CN1CCN(S(=O)(=O)c2ccc(Cl)cc2)CC1)Nc1ccc(N2CCOCC2)cc1	-3.5	-3.3	-4.9	-3.9	0.3	-3.1	0.1	-1.0	-3.8	-1.0
COc1ccc(CNC(=O)CC2C[C@H](C(=O)N3CCOCC3)[C@@]3(C)c4[nH]c5ccccc5c4CCN3C2=O)cc1OC (some centres not stated)	-4.2	1.5	-3.5	-2.7	0.1	0.0	11.3	1.0	21.7	-1.3
COc1ccc2c(c1)-c1c(sn(-c3ccc(OC)c(OC)c3)c1=S)C(C)(C)N2	-0.2	-0.3	3.2	-1.2	0.2	-1.2	1.9	1.4	-4.3	2.2
CCOC(=O)c1c(C)n(C)c2cc(-c3ccc(F)cc3)c(O)cc12	-5.6	-0.1	-3.0	-9.5	-0.7	2.1	3.4	-2.9	-9.3	1.1
CCOc1ccc(NC(=O)CN(C)C(=O)C2CC(=O)N(Cc3ccco3)C2)cc1OCC (configuration not stated)	3.2	-0.6	-6.0	-8.0	0.8	0.3	2.7	5.0	-0.3	-0.8
CCCCNC(=O)c1ccc2nc(-c3ccco3)c(-c3ccco3)nc2c1	-13.1	62.3*	-9.2	6.7	0.1	1.3	7.1	-11.3	-10.5	-13.4
COc1cccc(Nc2nc(NCCO)nc(N3CCCC3)n2)c1	-2.9	-1.9	6.6	-7.4	0.6	1.7	4.5	4.8	11.8	0.2
COc1ccc(NC(=S)N2CCN(C/C=C/c3ccccc3)CC2)c(OC)c1	3.1	-2.7	5.4	5.9	-0.3	-1.9	4.2	1.6	3.2	2.4
Cc1ccc2c(COC(=O)c3ccccc3Br)cc(=O)oc2c1	5.7	4.0	-1.8	-4.5	0.1	3.8	-12.7	-10.8	-12.1	-1.8
Fc1ccc(-c2[nH]ncc2CN2CCN(c3ccc(F)cc3)CC2)cc1	6.5	-6.4	7.6	-0.2	0.6	2.0	1.2	-1.2	6.7	-1.2
C#CCNC(=O)C1=C[C@H](c2ccccc2)C[C@H](OCCCCO)O1	-1.3	4.2	-37.0	-4.9	-0.8	1.1	-2.8	4.5	-10.9	-0.3
COC(=O)CNc1nc(Cl)nc(N2CCC(C)CC2)n1	12.7	-4.7	-7.8	10.0	-0.2	0.6	-0.9	1.0	-4.7	5.2

# Next records:
smiles	DDE Tn6 FP inh	rCAG RNA binder	ADAM10 inh	sPLA2-III inh	KLK7 zymogen act	FXN GAA850 act	ASAP1 inh	NPR2 activator	ARFGAP1 inhibitor	GC-A act
COc1cc(=O)n(C)c2c(OCC(O)C(C)(C)O)cccc12 (configuration not stated)	6.9	0.9	-12.6	-3.7	-0.3	0.2	6.6	3.4	-4.6	4.4
Cc1ccc(SCC(=O)Nc2nnc(C(C)(C)C)s2)cc1	4.2	-1.0	1.2	1.5	-0.4	1.9	4.8	1.6	7.8	7.7
COc1ccc(N(Cc2ccccc2)S(=O)(=O)c2cc(C(=O)O)ccc2Cl)cc1	-3.6	53.0*	3.7	-31.8	0.6	-0.9	1.1	-3.7	5.1	-1.6
CC(=O)Nc1ccc(N(C)C)cc1[N+](=O)[O-]	2.4	2.6	1.7	1.4	-0.1	-1.3	8.8	-1.0	5.9	-4.9
CCN(c1ccccc1)S(=O)(=O)c1c(C)noc1C	-1.6	-2.9	8.6	10.7	0.9	2.3	5.2	-0.3	-1.1	0.0
CCCC(=O)N1CCN(c2ccc([N+](=O)[O-])cc2Cl)CC1	5.2	-5.5	-0.8	-1.6	0.0	-0.8	-5.9	-0.8	12.8	-0.1
COC(=O)c1ccc(Nc2nnc(-c3ccc(C)c(S(=O)(=O)NCC4CCCO4)c3)c3ccccc23)cc1 (configuration not stated)	10.3	-0.4	-17.0	9.7	-0.9	1.9	-4.5	0.1	7.8	4.4
CCc1c(C)sc2nc3c(C(=O)N4CCOCC4)cc(C(=O)c4ccccc4O)cn3c(=O)c12	0.0	8.2	7.4	-9.0	0.2	-3.5	-12.4	-4.5	-4.0	-6.6
Cc1cccc(OCc2nnc(SCn3nnc4ccccc4c3=O)o2)c1	-13.1	1.3	10.8	-43.4	0.3	-0.5	5.6	5.1	12.6	-2.5
CC/C(=N/Nc1cccc(C)c1)c1cnnc(SC)n1	7.1	-2.0	-6.0	2.3	-0.1	2.8	3.9	32.6	6.0	26.2
O=C(COc1ccccc1Cl)NCc1ccncc1	-6.5	0.6	8.2	4.4	0.2	0.6	-13.7	1.1	-8.3	0.2
COc1cccc(C2c3c(oc4ccccc4c3=O)C(=O)N2CCCN(C)C)c1OC (configuration not stated)	-7.5	1.6	-32.3	3.6	-0.7	1.5	5.2	3.3	-2.1	0.4
CCc1nnc(NC(=O)CCS(=O)(=O)Cc2ccccc2)s1	-4.9	4.1	10.0	5.3	0.0	-0.1	-10.1	7.6	1.7	3.1
CC(C)C(=O)Nc1c2c(nn1-c1ccccc1)CSC2	2.8	-0.5	-4.5	4.0	-0.5	0.8	-4.4	-1.1	10.4	2.0
O=C(c1ccccc1)N1CCCC(C(=O)N2CCN(c3ccccc3)CC2)C1 (configuration not stated)	-2.0	-5.9	3.5	1.1	-0.4	0.2	3.5	-4.5	-1.9	1.1
COc1cc(NS(=O)(=O)c2ccc(NC(=O)CN3C(=O)c4ccccc4C3=O)cc2)nc(OC)n1	1.5	21.7	1.9	-15.2	0.2	1.5	0.1	-0.4	2.2	0.3
O=C(Nc1ccc(N2CCN(C(=O)c3ccccc3)CC2)cc1)c1cc2ccccc2o1	-0.1	-3.8	-9.6	8.6	0.5	-4.9	4.5	0.9	4.1	6.4
COc1ccc(N(Cc2nnc3n2CCCCC3)C(=O)Nc2ccccc2)cc1	-0.9	-5.1	0.7	-1.7	0.1	1.7	12.5	-0.8	-8.5	0.0
CCN(CC)c1cc2nc(C)n(Cc3ccccc3)c(=O)c2cc1NC(=O)C1CC1	-9.2	3.9	-4.5	1.9	-0.4	-0.4	-8.1	9.1	6.2	6.0
C=CCNCc1cccn1-c1sc2c(c1C#N)CCCC2	1.1	-0.9	-1.1	2.0	0.2	0.1	-1.4	-4.7	-8.7	-4.2

# Further entries:
smiles	DDE Tn6 FP inh	rCAG RNA binder	ADAM10 inh	sPLA2-III inh	KLK7 zymogen act	FXN GAA850 act	ASAP1 inh	NPR2 activator	ARFGAP1 inhibitor	GC-A act
Cc1nnc(NC(=O)CSc2nc(C(C)C)nc3sc(C)c(C)c23)s1	-1.0	2.7	9.3	-1.3	-0.2	-0.4	-8.5	-9.2	-6.0	2.2
O=C(CNCC(=O)Nc1ccc(F)c(F)c1F)Nc1ccc(F)c(F)c1F	-1.8	-2.4	18.2	6.2	-0.1	-0.4	-0.7	5.3	-12.2	1.5
COC(=O)CNc1cccc(C(F)(F)F)c1	-1.8	-2.4	-5.2	2.8	0.1	1.5	7.1	2.9	-7.0	4.9
O=C(Cc1ccc(Br)cc1)N(Cc1ccccc1)c1ccccn1	4.9	-3.2	-26.7	-14.5	1.7	1.3	-4.1	-11.6	-4.2	-17.5
COc1ccc2c(c1)O[C@H]1c3ccc(O)cc3OC[C@@H]21	4.7	-0.2	-6.5	-11.3	0.0	2.1	3.2	-16.5	-1.5	-8.3
CCC(=O)c1ccc2c(c1)OCCO2	-2.4	-2.2	-1.6	3.7	0.3	-0.3	1.4	5.1	-3.6	-0.2
CC1CCCN(C(=O)COC(=O)/C=C/c2ccc(C(F)(F)F)cc2)C1 (configuration not stated)	2.7	-2.8	-7.5	2.0	0.0	1.9	0.3	8.0	8.2	4.4
COc1ccc(CN2CCN(S(=O)(=O)c3ccc(C)cc3)CC2)cc1OC	-2.2	-8.0	-2.2	7.5	0.5	6.4	0.0	0.0	11.7	2.0
